Source: PubChem (National Center for Advancing Translational Sciences (NCATS))
UDG counter – UDG inhibition counter-screen; FRET deamination/UDG coupled assay, UDG read, 4 h; Potency, µM (highest dose often 115 µM), inactives show at the highest dose activity change, negative = inhibition, actives largely listed as inhibitors; 91,000 compounds, 0.14% hits; also: nearly all actives have a fitted effect of over 65% in size
AID inh – inhibitors of human activation induced cytidine deaminase | AID deamination FRET fluorescence, UDG-coupled, 4 h | Potency, µM (titrated, usually from 115 µM), inactives show at the top dose activity change, negative = inhibition, hits mostly inhibitors | 91,000 compounds, 0.32% hits | Q9GZX7; also: nearly all actives have a fitted effect of over 25% in size
Target sequence (Q9GZX7 whole entry, looked up): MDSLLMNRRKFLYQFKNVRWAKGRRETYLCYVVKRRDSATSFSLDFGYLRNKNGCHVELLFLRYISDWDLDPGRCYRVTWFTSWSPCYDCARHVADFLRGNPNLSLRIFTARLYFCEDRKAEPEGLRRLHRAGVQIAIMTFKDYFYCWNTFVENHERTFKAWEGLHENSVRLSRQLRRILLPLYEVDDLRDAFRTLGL
Active calls of the source: *; ? = inconclusive; [ ] = remark or other dose. Calls follow the shape of the dose curve; as a rule, active = well fitted curve in the direction sought with a large enough effect; inconclusive = small, poorly fitted or top-dose-only effect, or another doubt; inactive = no such curve, though single readings can be large; an effect the other way counts as inactive or inconclusive. % is scaled to controls: 0 for no effect and ±100 for the full control effect; potency is read from the fitted curve at half-maximal effect. An excerpt; count on the stated rates, not on these rows.

Structure	UDG counter	AID inh
CCOCN(C(=O)Cn1c(COC)nc2ccccc21)c1c(C)cccc1CC	-7%[57.5 µM]	-3%
CC(NC(=O)CCC1CCCCC1)C1CCCO1 (configuration not stated)	-5%	-1%
COC(=O)C1=C(C(=O)OC)SC(=C(Cl)C(=S)NCc2ccccc2)S1	0%	7%
CC1CCN(CC2CCCCCN2)CC1 (configuration not stated)	1%	9%
CCOC(=O)c1c(S(=O)(=O)NCC(=O)N2CCN(c3ccccc3)CC2)c(C)n(C)c1C	0%	12%
CCOc1ccc(C(=O)Cn2cnc3c2c(=O)n(C)c(=O)n3C)cc1	3%	4%
COc1ccccc1-c1c(C)nn2c(N3CCN(c4ccc(F)cc4)CC3)cc(C)nc12	-5%	?
O=[N+]([O-])c1ccc(C=NCC23CCC4CC(CC(C4)C2)C3)cc1	-8%	-12%
COC(=O)c1nnn(-c2cccc(C)c2)c1C(=O)OC	21%	23%
Cc1nc2cc(F)ccc2cc1C(=O)NC1CCC(C)CC1 (configuration not stated)	0%	15%
CCCCCc1ccc(-c2ccc(Br)cc2)nc1	-5%	-13%
CCSc1ncc(Cl)c(C(=O)Nc2c(C(=O)Nc3cccc(C)c3)oc3ccccc23)n1	-14%	-14%
COc1ccc(C23CC4CC(CC(C(=O)N(C)Cc5ccc(OC)c(OC)c5)(C4)C2)C3)cc1	-13%	-23%
COc1ccc2nc(C)c(C(=O)Oc3ccc(C4SCCS4)cc3OC)cc2c1	-7%	9%
CCOC(=O)c1ccccc1NC(=O)CSc1c(C)cnc2c1c(=O)n(C)c(=O)n2C	-10%	?
Cc1c(-c2ccccc2)nc2ccccc2c1C(=O)NC(C)C	3%	7%
COc1ccccc1Nc1nc(-c2ccc(CC(=O)N3CCOCC3)s2)cs1	-3%	14%
O=C(Nc1ccccc1F)C1Sc2nnc(-c3ccccc3)n2NC12CCCCC2 (configuration not stated)	-4%	-7%
O=C(CCC(=O)c1ccc(Cl)cc1)OCC(=O)c1cccc([N+](=O)[O-])c1	1%	3%
COc1cc(C(=O)OC2CCCCC2=O)ccc1OCc1ccccc1Cl (configuration not stated)	-3%	1%
CCC(C)n1c(SCc2ccc(F)cc2Cl)nc2ccsc2c1=O (configuration not stated)	-1%[57.5 µM]	6%
Cc1ccccc1OCc1nc(C#N)c(NCCN2CCOCC2)o1	-7%	10%
N#CCCNC12CC3CC(CC(C3)C1)C2	0%	-2%
CC1CCN(S(=O)(=O)c2ccc3c(c2)CCN3C(=O)Nc2cccc(Br)c2)CC1	-9%	6%
Cc1ccc(-c2nnc(C3CCN(S(=O)(=O)c4ccc(C)c(C)c4)CC3)o2)cc1	7%	11%
CCCn1nc(C(=O)Nc2cc(C(=O)OC)ccc2C)c2ccccc2c1=O	0%	8%
COc1ccc(-c2cn3nc(N4CCC(C(=O)Nc5cc(Cl)ccc5C)CC4)sc3n2)cc1	9%	0%
COc1cccc(-c2nc(CS(=O)(=O)CC(=O)Nc3cccc(C(F)(F)F)c3)c(C)o2)c1	-5%	-1%
O=C1CCC/C(=N/NS(=O)(=O)c2ccc(Br)cc2)C1	1%	4%
CCCN(C(=O)Cc1c(C(=O)O)[nH]c2ccc(Cl)cc12)c1ccc(OCC)cc1	-6%	?

Reprinted at random: two compounds from above.
Structure	UDG counter	AID inh
O=C1CCC/C(=N/NS(=O)(=O)c2ccc(Br)cc2)C1	1%	4%
Cc1ccccc1OCc1nc(C#N)c(NCCN2CCOCC2)o1	-7%	10%

(listing goes on)
Structure	UDG counter	AID inh
CCCCn1c(=O)[nH]c(=O)c2c1nc(CSc1nnnn1C)n2CCC	?	-1%
Cc1ccc(CNCCN2CCCC2)cc1C	1%	-8%
CC(C)C(=O)/C=C(\N)C(Cl)(Cl)Cl	6%	2%
CC(=O)N1CCC(C(=O)N(C)CC(=O)Nc2ccccc2C(F)(F)F)CC1	2%	0%
Cc1ccc(CNc2cc(C)nc3nc(-c4ccc(C)cc4)nn23)cc1	11%	131%[activator]
COC(=O)C1=C(C)OC(N)=C(C#N)C1c1ccc(C(C)C)cc1 (configuration not stated)	-2%	16%
COc1ccc(CCNC(=O)CCc2c(C)nc3cc(-c4ccccc4)nn3c2C)cc1OC	-9%	-10%
CC(Oc1ccccc1Cl)C(=O)NC(c1ccccc1)c1ccccc1 (configuration not stated)	-1%	-15%
COc1ccc2c(c1)c(C(C(=O)O)N1CCN(c3ccc(C)cc3C)CC1)cn2CCC(=O)O (configuration not stated)	1%	2%
O=C1CC(c2nnc(Cc3ccc(Cl)cc3)o2)CN1c1ccccc1 (configuration not stated)	11%	19%

Rewritten with each value named: part of the list above.
COc1ccc(CCNC(=O)CCc2c(C)nc3cc(-c4ccccc4)nn3c2C)cc1OC
- UDG counter: -9%
- AID inh: -10%

CC(Oc1ccccc1Cl)C(=O)NC(c1ccccc1)c1ccccc1 (configuration not stated)
- UDG counter: -1%
- AID inh: -15%

COc1ccc2c(c1)c(C(C(=O)O)N1CCN(c3ccc(C)cc3C)CC1)cn2CCC(=O)O (configuration not stated)
- UDG counter: 1%
- AID inh: 2%

The list continues:
Structure	UDG counter	AID inh
CCN(CC)c1nn2c(=O)c(C(=O)NCc3ccc(N(C)C)cc3)cnc2s1	-14%	-16%
CC(CC(=O)NCCc1ccccn1)c1ccccc1 (configuration not stated)	-3%	5%
Cc1ccnc(NC(=O)c2c(C)oc3ncn(CC(C)C)c(=O)c23)c1	-5%	0%
COc1ccccc1CNC(=O)CN(c1ccc(C)cc1)S(=O)(=O)c1c(C)noc1C	-8%	?
CC(C(=O)c1ccccc1)C1(O)C(=O)Nc2ccc(Br)cc21 (configuration not stated)	-3%	21%
Cc1ccc(C(=O)N2CCN(CCc3ccncc3)CC2)cc1	6%	20%
COc1ccc(C23CC4CC(CC(C(=O)O)(C4)C2)C3)cc1	-11%	-6%
Cc1ccc(Nc2c3c(nc4ccccc24)CCC3)c(Br)c1	-15%	-20%
CC12CC3(C)CC(C(=O)O)(C1)CC(C(=O)O)(C2)C3	-3%	-3%
CCn1c(=O)cc(OCC(=O)Nc2cc(OC)c(OC)c(OC)c2)c2ccccc21	1%	?
CC(=O)c1cccc(NC(=O)Nc2ccc(Cl)cc2C(F)(F)F)c1	3%	0%
Cc1noc(C)c1COC(=O)/C=C/c1ccc(Br)o1	14%	6%
O=C(Nc1cccc(F)c1)c1cccnc1NCc1ccccc1	-3%	-7%
CCOC(=O)c1cc(NCc2ccc(C)cc2)ccc1N1CCOCC1	-5%	-4%
O=C(Nc1oc2ccccc2c(=O)c1-c1ccc2c(c1)OCO2)C1CCCCC1	-2%	-1%
O/N=C1\CCCc2c1nc(-c1ccccc1)n2O	-3%	52%[activator]
CC(O)CNCc1ccc(-c2cccc(C(F)(F)F)c2)o1 (configuration not stated)	1%	-5%
Cc1ccc(C(=O)NCCc2nc3cc(NC(=O)C4CCCCC4)ccc3n2C)cc1F	2%	-1%
CS(=O)(=O)Oc1ccc2c(=O)c(Oc3ccccc3Br)coc2c1	7%	-7%
Cc1ccc(NC(=O)Cn2nc(C(F)(F)F)c3c2CCCC3)cc1C	-13%	?

(listing goes on)
Values in the order – UDG counter	AID inh
COc1ccc(Cn2cc(S(=O)(=O)c3ccc(Cl)cc3)c(=O)c3cc4c(cc32)OCO4)cc1
  -4%	-1%
CCCCCC1=CCC/C1=N\NC(=O)C(N)=O
  4%	4%
OC[C@H]1O[C@@H](n2cnc3c(NC4CCCCC4)ncnc32)[C@H](O)[C@@H]1O
  -3%	0%
CC(C)CC(=O)Nc1nnc(S(=O)(=O)N(C)c2ccc(Cl)cc2)s1
  1%	18%
Cc1nn(-c2ccc(N3CCOCC3)nn2)c(C)c1CCC(=O)NCCc1ccco1
  9%	-1%
CCc1nc2c(sc3ncccc32)c(=O)n1CC(=O)Nc1ccc(C(C)C)cc1
  2%	-10%
COc1ccc2oc(=O)cc(CN3CCN(C(=O)c4ccccc4)CC3)c2c1
  4%	4%
N#Cc1ccc(NC(=O)c2cc(-c3cccc(Cl)c3)on2)cc1
  18%	11%
COc1cccc(NC(=O)c2c(C(=O)Nc3ccccc3)sc3nc(C)cc(=O)n23)c1
  26%	23%
COC(=O)c1cc(OC(=O)c2cc3ccccc3cc2OC)cc(C(=O)OC)c1
  -4%	-3%
Clc1c2ccccc2c(/C=N/N2CCCCC2)c2ccccc12
  -10%	-10%
COC(=O)c1sccc1S(=O)(=O)N(CC(=O)Nc1cc(F)ccc1F)c1ccc(C)c(C)c1
  8%	21%
Cc1c(C(=O)Nc2cc(F)ccc2F)sc2nc(-c3ccc(F)cc3)cn12
  -5%	-15%
CCCn1c(=O)c2c(ncn2Cc2ccccc2)n(Cc2ccccc2)c1=O
  -9%	-26%
CS(=O)(=O)N1CCc2cc(C(=O)Nc3cccc(-c4nnc5n4CCCCC5)c3)ccc21
  7%	-4%
CCN1C(=O)C(O)(c2c(C)[nH]c3ccccc23)c2ccccc21 (configuration not stated)
  1%	-11%
CCN(CC)CCCNC(=O)c1sc2nc3n(c(=O)c2c1C)CCCCC3
  6%	-3%
Cc1sc(/N=C/c2ccccc2Cl)c(C#N)c1C
  7%	5%
CCC(C)n1nnc2cc(S(=O)(=O)N3CCC(C(=O)Nc4ccccc4OC)CC3)ccc21 (configuration not stated)
  -6%	-7%
Nc1c(N(Cc2ccco2)C(=O)Cc2c(F)cccc2Cl)c(=O)[nH]c(=O)n1Cc1ccccc1
  1%	37%[activator]
Cc1cc2oc(C(=O)N(Cc3ccccc3F)C3CCS(=O)(=O)C3)c(C)c2cc1Cl (configuration not stated)
  ?	?
CCOc1ccc(N(CC)S(=O)(=O)N2CCCC(C(=O)Nc3ccc(OC)c(OC)c3)C2)cc1 (configuration not stated)
  -22%	42%[activator]
Cc1cn2c(=O)cc(COc3cccc(NC(=O)c4cccc(F)c4)c3)nc2s1
  -5%	6%
COc1ccc(OC)c2sc(N3CCN(C(=O)C4COc5ccccc5O4)CC3)nc12 (configuration not stated)
  29%	-2%
Cc1cccc(C(=O)N2CCc3cc(CNC(=O)COc4ccc(Cl)cc4)ccc32)c1
  41%[activator]	?
CC(C)(C)C(=O)/C=c1/[nH]c(=O)/c(=C/c2ccc(OC(F)F)cc2)s1
  -5%	-3%
Cc1ccc(-c2c(C(=O)N3CCN(c4cccc(C)c4)C(C)C3)oc(=O)c3ccccc23)cc1 (configuration not stated)
  -14%	-1%
NC(=O)Cn1c(=O)n(CCCCCC(=O)NCc2ccccc2)c(=O)c2sccc21
  30%[activator]	16%
COC(=O)c1sccc1S(=O)(=O)N(CC(=O)NCc1ccc(C)cc1)c1ccc(C)c(C)c1
  0%	3%
COC(=O)c1ccc(CSc2nc3c([nH]c4ccccc43)c(=O)n2-c2cccc(OC)c2)o1
  4%	-10%
COc1cc(C2C3=C(CC(C)(C)CC3=O)OC3=C2C(=O)CC(C)(C)C3)ccc1OS(=O)(=O)c1ccc(C)cc1
  7%	-5%
Cc1cccc(C(=O)OCc2ccc(-c3ccccc3)cc2)n1
  -5%	-7%
COc1ccc(C)cc1NC(=O)NC(C)c1c(-n2cccc2)sc(C)c1C (configuration not stated)
  -21%	-15%
c1coc(CNCCCN2CCCCC2)c1
  -1%	52%[activator]
Cc1cc(C)cc(NC(=O)Cn2c(C(F)(F)F)nc3ccccc32)c1
  14%	-1%
COc1cc(OC)c(CC2C(=O)Nc3ccc(Br)cc32)c(OC)c1 (configuration not stated)
  3%	2%
CCCCOc1ccc(CNC(=O)c2cnc3sc(N4CCCCCC4)nn3c2=O)cc1
  -9%	8%
COc1cc(NS(=O)(=O)c2ccc3c(c2)CC(=O)N3)cc(OC)c1OC
  -3%	264%[activator]
COc1cccc(CNC(=O)c2oc3ccc4c(c3c2C)C(=O)CC(C)(C)O4)c1OC
  -21%	?
CC(C)(C)c1csc(-c2ccc(O)cc2)n1
  -5%	-3%

4 structures from above, sorted by molar mass, ascending:
Values in the order – UDG counter	AID inh
CC(C)(C)c1csc(-c2ccc(O)cc2)n1
  -5%	-3%
Cc1cccc(C(=O)N2CCc3cc(CNC(=O)COc4ccc(Cl)cc4)ccc32)c1
  41%[activator]	?
CCOc1ccc(N(CC)S(=O)(=O)N2CCCC(C(=O)Nc3ccc(OC)c(OC)c3)C2)cc1 (configuration not stated)
  -22%	42%[activator]
COc1cc(C2C3=C(CC(C)(C)CC3=O)OC3=C2C(=O)CC(C)(C)C3)ccc1OS(=O)(=O)c1ccc(C)cc1
  7%	-5%

Additional entries:
Values in the order – UDG counter	AID inh
Cn1cc(S(=O)(=O)N2CCOCC2)cc1C(=O)Nc1ccc(Cl)c(C(F)(F)F)c1
  9%	1%
Cc1ccc(C(=O)O)cc1NC(=O)CC(C)(C)C
  -2%	5%
O=c1c2cc3c(cc2n(Cc2cccc(Cl)c2)c(=O)n1Cc1nc(-c2ccccc2)no1)OCO3
  7%[57.5 µM]	-20%
C=C(Cl)CC[N+](C)(C)CC#Cc1ccc(Cl)cc1
  -4%	24%
CC(C)c1ccc(/C=C(\C#N)C(=O)NC2CCCC2)cc1
  3%	-11%
Cn1c(=O)n(C)c2cc(CNCc3ccc(F)cc3)ccc21
  0%	1%
CC(C)C[C@H](NC(=O)[C@H](O)[C@H](N)Cc1ccccc1)C(=O)O
  -2%	-3%
CC(C)(CNC(=O)C1CC1)CNC(=O)C1CC1
  5%	7%
O=C(CSc1nccn1-c1ccc(Cl)cc1)Nc1ccc(Cl)c(Cl)c1
  -5%	-26%
Cc1cc(OCC(=O)NCCCn2ccnc2)c2c(C)cc(=O)oc2c1
  -4%	3%
CCNC(=O)COC(=O)c1ccc2c(=O)n3c(nc2c1)CCCCCC3
  7%	9%
